Assay outcomes from PubChem.
Pol eta inh = blocks human DNA polymerase eta activity. Q9Y253. recombinant Pol eta, fluorescent DNA replication assay. Potency, µM (top dose mostly 114 µM), for inactives: top-dose activity change, negative = inhibition, usual class: inhibitors. 1.2% of 390,000 active. AID 588591; further: on the % scale 0 is the no-effect control and ±100 the full control effect
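Pol eta (10 nM) was preincubated with compounds for 15 min at room temperature, after which fluorescent replication substrate (50 nM final) was added to start the reaction. Fluorescence was read kinetically at 0 and 10 min.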
APE1 inh = APE1 (human) endonuclease inhibition; Potency, µM (highest dose often 65.8 µM), for the others: at the highest dose activity change, negative = inhibition, actives largely listed as inhibitors; 0.35% of 350,000 active; recombinant APE1, TAMRA/BHQ-2 abasic DNA cleavage fluorescence; P27695;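 further: plate controls were vehicle for no effect and reference inhibitor for full effect; nearly all actives have a fitted effect of over 55% in size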
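Incision of a quenched TAMRA/BHQ-2 THF abasic-site duplex (50 nM) by 0.75 nM APE1, after 15 min compound preincubation, measured as fluorescence increase over three 60 s reads. Values normalized to buffer, DMSO and NSC13755 control wells.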
Pol iota inh = DNA polymerase iota (human) inhibition | 1% of 390,000 active | Potency, µM (doses to about 115 µM), for inactives: at the highest dose activity, negative = inhibition, usual class: inhibitors | Pol iota fluorescent replication assay, 10 min
Target sequence (Q9UNA4 whole entry, looked up): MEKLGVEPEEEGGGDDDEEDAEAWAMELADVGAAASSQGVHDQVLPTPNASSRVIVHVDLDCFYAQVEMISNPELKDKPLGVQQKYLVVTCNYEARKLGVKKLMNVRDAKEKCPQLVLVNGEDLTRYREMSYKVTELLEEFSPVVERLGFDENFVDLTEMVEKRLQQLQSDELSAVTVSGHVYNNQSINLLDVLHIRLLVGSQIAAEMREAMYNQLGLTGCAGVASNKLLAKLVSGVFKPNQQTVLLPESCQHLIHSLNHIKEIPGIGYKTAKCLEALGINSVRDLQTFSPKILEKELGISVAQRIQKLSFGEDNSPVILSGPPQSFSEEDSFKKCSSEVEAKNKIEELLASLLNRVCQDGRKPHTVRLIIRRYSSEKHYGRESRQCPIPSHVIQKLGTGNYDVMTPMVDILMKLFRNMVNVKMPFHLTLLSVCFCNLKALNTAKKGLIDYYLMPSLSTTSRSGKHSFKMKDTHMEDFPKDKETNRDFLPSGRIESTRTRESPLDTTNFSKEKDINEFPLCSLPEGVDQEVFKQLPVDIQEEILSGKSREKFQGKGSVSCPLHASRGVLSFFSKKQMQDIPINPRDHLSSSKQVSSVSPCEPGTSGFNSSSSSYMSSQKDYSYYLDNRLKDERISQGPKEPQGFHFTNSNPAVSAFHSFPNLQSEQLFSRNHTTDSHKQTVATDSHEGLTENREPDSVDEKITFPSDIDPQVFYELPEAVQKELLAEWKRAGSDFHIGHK
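Pol iota at 10 nM preincubated 15 min with compounds at room temperature; reaction started with fluorescent substrate, 50 nM final. Fluorescence read kinetically at 0 and 10 min; buffer-only wells as negative control.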
POLB inh = DNA polymerase beta (human) inhibition; P06746; Pol beta primer extension/strand displacement, fluorescence kinetic; Potency, µM (doses to about 114 µM), for inactives: at the highest dose activity change, negative = inhibition, actives largely listed as inhibitors; 1.3% of 340,000 active; AID 485314; further: on the % scale 0 is the no-effect control and ±100 the full control effect
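Kinetic readout of DNA synthesis with strand displacement by Pol beta. Compound and 10 nM enzyme sit 15 min at room temperature; 50 nM substrate starts the reaction, read immediately and at 10 min.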
G9a block = inhibitors of human histone lysine methyltransferase G9a; Q96KQ7; Potency, µM (highest dose often 102 µM), for inactives: at the top dose activity, negative = inhibition, hits mostly inhibitors; G9a H3K9 monomethylation, AlphaScreen, 2 h; AID 504332; 8.8% of 350,000 active; further: on the % scale 0 is the no-effect control and ±100 the full control effect; nearly all actives have a fitted effect of over 75% in size
Target sequence (Q96KQ7 913-1193 limits assumed): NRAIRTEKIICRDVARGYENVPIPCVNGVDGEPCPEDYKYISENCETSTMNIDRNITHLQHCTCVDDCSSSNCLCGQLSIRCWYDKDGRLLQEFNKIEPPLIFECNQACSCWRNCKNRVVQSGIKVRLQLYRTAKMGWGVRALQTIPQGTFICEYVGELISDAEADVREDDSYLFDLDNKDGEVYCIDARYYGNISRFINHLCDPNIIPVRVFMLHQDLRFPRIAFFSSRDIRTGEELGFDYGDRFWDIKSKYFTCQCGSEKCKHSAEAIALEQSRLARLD
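Enzyme 20 nM + cpd, 15 min RT; add b-H3K9 pep 500 nM / SAM 20 uM; 2 h RT; anti-H3K9me1 Ab 0.5 ug/mL + SA donor / anti-rabbit acceptor beads 20 ug/mL each, 10 min; AlphaScreen read.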
Pol kappa inh = inhibitors of human DNA polymerase kappa; AID 588579; 0.53% of 400,000 active; Potency, µM (titrated, usually from 107 µM), without a hit: at the top dose activity, negative = inhibition, hits mostly inhibitors; Q9UBT6; purified Pol kappa, fluorescent DNA synthesis assay, 10 min; further: on the % scale 0 is the no-effect control and ±100 the full control effect
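Here, compound and 10 nM enzyme are combined for 15 min at room temperature; adding 50 nM substrate (final) starts DNA synthesis, tracked by fluorescence at 0 and 10 min against buffer-only wells.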
BAZ2B block = BAZ2B (human) inhibition; Q9UIF8; AlphaScreen BAZ2B-H3K14Ac peptide displacement; Potency, µM (highest dose often 114 µM), inactives show top-dose activity change, negative = inhibition, hits mostly inhibitors; 4.4% of 360,000 active; further: on the % scale 0 is the no-effect control and ±100 the full control effect; nearly all actives have a fitted effect of over 60% in size
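AlphaScreen displacement of biotin-H3(5-23)K14Ac peptide (50 nM final) from BAZ2B (50 nM final) in PBS pH 7.4, 0.01% Tween-20; complex preformed 30 min RT, then compounds (top 110 uM) 30 min RT, beads 20 min dark.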
Anesthetic bind = binds horse apoferritin like a general anesthetic | 0.074% of 350,000 active | Potency, µM (doses to about 77.5 µM), for inactives: top-dose activity change, negative = displacement, hits mostly inhibitors | P02791 | AID 485281 | apoferritin/1-aminoanthracene competitive binding, fluorescence; further: on the % scale 0 is the no-effect control and ±100 the full control effect; nearly all actives have a fitted effect of over 20% in size
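Steps: apoferritin (10 uM) was premixed with half-saturated 1-AMA in PBS, compounds were pin-transferred, plates stood 10 min at room temperature, fluorescence was read at 380/535 nm, and curves were fitted with a Hill equation.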
BLM helicase inh = inhibitors of human Bloom syndrome helicase BLM. 0.2% of 350,000 active. recombinant BLM DNA unwinding, fluorescence dequenching. P54132. AID 2528. Potency, µM (highest dose often 56.1 µM), for inactives: at the top dose activity change, negative = inhibition, most hits filed as inhibitors;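 further: plate controls were vehicle for no effect and no enzyme for full effect; nearly all actives have a fitted effect of over 35% in size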
* = called active by the depositor; ? = inconclusive; . = no result given; & = joins results of further samples; [ ] = another dose, or the depositor's remark. The call rests on the fitted dose curve; in most records, active means well fitted curve in the direction sought with a large enough effect; inconclusive means small, poorly fitted or top-dose-only effect, or another doubt; inactive means no such curve, though single readings can be large; an effect the other way counts as inactive or inconclusive. Potency means the concentration at half of the fitted maximal effect. These rows are one share of the data; the hit share may differ from the screen's.

Each structure is followed by: Pol eta inh	APE1 inh	Pol iota inh	POLB inh	G9a block	Pol kappa inh	BAZ2B block	Anesthetic bind	BLM helicase inh
[1] COc1ccccc1NC(=O)Nc1nc(CC(=O)Nc2cc(F)ccc2F)cs1
 : ?	3%	-24%	.	32µM*	-21%	-37%	.	.
[2] O=C(Nc1ccc(N2CCOCC2)cc1)C1CCN(C(=O)OCc2ccccc2)CC1
 : -16%	?	-17%[58.9 µM]	14%	40µM*	-17%	-2%	2%	0%
[3] CC1=C(C(=O)Nc2cccnc2)C(c2ccccc2)n2nc(SCc3ccccc3)nc2N1 (centres undefined)
 : 4%	.	1%	27%	-25%[59 µM]	-13%	-2%	0%	-6%
[4] COc1ccc(CCn2c3c(c(=O)[nH]c2=O)C(NC(=O)c2ccccc2F)(C(F)(F)F)C(=O)N3)cc1OC (centres undefined)
 : -18%	.	?	4%	9%[59 µM]	-39%	2%	-8%	2%
[5] CCCCn1c(N)c(N(CCOC)C(=O)c2cc(=O)[nH]c3ccccc23)c(=O)[nH]c1=O
 : -15%	33%	-9%	.	?	-11%	3%	.	.
[6] CCCCCCCCNC1=CC(=O)CC(C)(C)C1
 : -15%	7%	-8%	-15%	?	4%	-14%	-10%	-5%
[7] O=C(CC1CCCC1)NCCS(=O)(=O)N1CCN(c2ccc(F)cc2)CC1
 : -12%	-3%	27%	.	9%[59 µM]	0%	-5%	.	.
[8] O=S(=O)(NCC1CC1)c1ccc(F)c(Cl)c1
 : -24%	-13%	43%[activator]	12%	-12%	-1%	6%	-2%	-2%
[9] Nc1ccc(C(=O)O)c(O)c1
 : -13%&-8%&-11%	1%&-6%&-6%&15%&-3%	-13%&-6%&-19%	-13%&1%	8%[59 µM]	-13%	-33%&-31%&-5%&-13%	-7%&-1%&6%&3%&0%	-12%&-8%&-11%&-13%&-2%
[10] Cc1c(/C=N/n2cnnc2)c2ccccc2n1C
 : 5%	-4%	10%	-12%	0%[59 µM]	-18%	11%	0%	3%
[11] C=CCNC(=S)N1CCN(c2ccc([N+](=O)[O-])cc2)CC1
 : -10%	-1%	20%	-11%[57.1 µM]	-7%	-7%	-9%	-16%	-1%
[12] Cc1ccc(OCc2nnc(SCC(=O)CC(=O)Nc3ccccc3)o2)cc1
 : -10%	3%	?	2%	0%[59 µM]	-11%	-2%	?	-12%
[13] Nc1c(C=C2C=CC(=O)C=C2)c(=O)nc2sc(CC(=O)N3CCCC3)nn12
 : -2%	-8%	?	4%	16%[0.0925 µM]	?	-11%	-3%	-1%
[14] Cc1cccc(NC(=O)c2ccccc2OCC(=O)c2ccc(F)cc2)c1
 : -20%	-8%	25%	1%	18%[59 µM]	1%	7%	-7%	1%
[15] CCN(CC)S(=O)(=O)c1ccc2[nH]c(=O)cc(C(=O)Nc3ccc(C)c(S(=O)(=O)N(CC)CC)c3)c2c1
 : -9%	-6%	144%[activator]	9%	1%[59 µM]	-17%	-31%	?	-7%
[16] O=C(O)c1ccc(-c2ccco2)n1Cc1ccccc1
 : ?	?	?	?	?	-18%	?	-12%	1%
[17] COC(=O)c1nnn(CC(=O)Nc2ccc(Br)c(C)c2)c1N
 : -9%	.	3%	?	4%[59 µM]	5%	-1%	26%	-5%
[18] CN1C(=O)c2cccc(NCCCCCCN3C(=O)c4ccccc4C3=O)c2C1=O
 : -12%	2%	-12%	30%	7%[12.7 µM]	-3%	8%	-6%	-4%
[19] COc1ccc(C(CNC(=O)COc2ccccc2OC)N(C)C)cc1OC (centres undefined)
 : 0%	16%	0%	12%	?	-14%	3%	-7%	3%
[20] Cc1ccc(OCC(=O)Nc2c(C)nn(-c3ccccc3)c2C)c(Br)c1
 : -10%	-10%	21%	.	?	-11%	-3%	.	.

Molecules shown so far that contain bromine, in the order listed:
Each structure is followed by: Pol eta inh	APE1 inh	Pol iota inh	POLB inh	G9a block	Pol kappa inh	BAZ2B block	Anesthetic bind	BLM helicase inh
[17] COC(=O)c1nnn(CC(=O)Nc2ccc(Br)c(C)c2)c1N
 : -9%	.	3%	?	4%[59 µM]	5%	-1%	26%	-5%
[20] Cc1ccc(OCC(=O)Nc2c(C)nn(-c3ccccc3)c2C)c(Br)c1
 : -10%	-10%	21%	.	?	-11%	-3%	.	.

Later entries
Each structure is followed by: Pol eta inh	APE1 inh	Pol iota inh	POLB inh	G9a block	Pol kappa inh	BAZ2B block	Anesthetic bind	BLM helicase inh
[21] O=C(Cc1n[nH]c(=O)c2ccccc12)Nc1cc(C(F)(F)F)ccc1-n1cncn1
 : 2%	9%	18%	.	35µM*	-3%	6%	.	.
[22] CCOCCCN1C(=O)c2[nH]nc(-c3ccccc3O)c2C1c1ccc(CC)cc1 (centres undefined)
 : -26%	.	-13%	2%	-11%[59 µM]	-6%	-12%	8%	-8%
[23] CCCCn1c(N)c(N(CC(C)C)C(=O)CSc2n[nH]c(-c3ccc(C)cc3)n2)c(=O)[nH]c1=O
 : -14%	20%	34%[activator]	.	?	-4%	12%	.	.
[24] C/C(CC(=O)Nc1ccc(Cl)c(C(F)(F)F)c1)=N\NC(=O)c1cccc(O)c1
 : -14%	-2%	79%[activator]	-21%	1%[59 µM]	-16%	-16%	?	-22%
[25] CC1=C(C(=O)Nc2ccccc2C)C(c2ccccn2)n2ncnc2N1 (centres undefined)
 : -12%	.	44%[activator]	-4%	-1%[59 µM]	-2%[60.1 µM]	0%	3%	1%
[26] COc1cc(Br)c(C(=O)c2nccc3cc(OC)c(OC)cc23)cc1OC
 : 79µM*	-22%	1.8µM*	-2%	-19%	9%	?	-18%	-20%
[27] C[C@]12CC(O)C3C(CCC4=CC(=O)CC[C@@]43C)C1CCC2c1csc(-c2ccccc2)n1 (some centres undefined)
 : -1%	4%	-5%	50%	-6%	2%	3%	8%	-2%
[28] Cc1cc(OCC(=O)Nc2ccccc2C(N)=O)c2c(C)cc(=O)oc2c1
 : -11%	13%	14%	17%	10%[12.7 µM]	-7%	1%	-6%	-10%
[29] CCCCC(c1nnnn1CS(=O)(=O)c1ccc(C)cc1)N1CCC(C(N)=O)CC1 (centres undefined)
 : -10%	20%	76%[activator]	42%	3%	-6%	-1%	-8%	-1%
[30] O=C(C(c1ccccc1)c1ccccc1)N1CCN(Cc2ccc(Br)cc2)CC1
 : -10%	12%	23%	1%	-32%[59 µM]	1%	-9%	-10%	-4%
[31] O=C1N(Nc2ccccc2)C(c2ccc(Br)cc2)C12CCCCC2 (centres undefined)
 : -1%	1%	15%	-13%	12%	3%	7%	-21%	-3%
[32] CC(=O)c1ccc(NC(=S)Nc2ccc(N3CCOCC3)cc2)cc1
 : -20%	-7%	92%[activator]	1%	45µM*	-4%	-27%	-7%	-5%
[33] CCc1ccc(NC(=O)CCNS(=O)(=O)c2cccc3nsnc23)cc1
 : 7%	-5%	14%	-19%	8%[59 µM]	-8%[60.1 µM]	0%	-22%	-1%
[34] O=C(CC1C(=O)NCCN1Cc1cccc(Oc2ccccc2)c1)NCc1cccnc1 (centres undefined)
 : -23%	3%	29%	-13%	?	7%	-23%	-14%	-1%
[35] Cc1noc(-c2ccc(-c3noc(-c4cccc(F)c4)n3)cc2)n1
 : 7%	.	-17%	0%	8%[59 µM]	-9%[60.1 µM]	5%	-5%	0%
[36] Cc1ccccc1N1C(=O)C2C3CC(=O)C(c4ccccc43)C2C1=O (centres undefined)
 : -19%	-10%	7%	48%	0%[59 µM]	-7%	3%	-1%	2%
[37] CCN(CC)c1ncn(Cc2c(Cl)cccc2Cl)c2ncnc1-2
 : -20%	2%	3%	-16%	29%	-14%	3%[57.1 µM]	-1%	-9%
[38] CC(C)(C)c1ccc(C(=O)NNC(=O)c2ccncc2)cc1
 : -16%	4%	31%[activator]	59%	.	-15%	3%	-16%	-2%
[39] COc1ccc(NC(=O)c2cc(-c3ccc(C)cc3)on2)cc1
 : -18%	36%	35%	19%	-5%[0.501 µM]	0%	2%	-2%	-2%
[40] CCCNC(=O)C1CCN(S(=O)(=O)c2ccc(Br)cc2)CC1
 : 1%	-3%	?	4%	-4%[59 µM]	-5%	2%	-3%	1%
[41] CCN(C(=O)Nc1ccccc1OC)c1c(N)n(Cc2ccccc2)c(=O)[nH]c1=O
 : 0%	1%	18%	-1%	-10%[59 µM]	0%	5%	3%	-2%

Of the compounds above, 3 contain a Cl atom.
Each structure is followed by: Pol eta inh	APE1 inh	Pol iota inh	POLB inh	G9a block	Pol kappa inh	BAZ2B block	Anesthetic bind	BLM helicase inh
[8] O=S(=O)(NCC1CC1)c1ccc(F)c(Cl)c1
 : -24%	-13%	43%[activator]	12%	-12%	-1%	6%	-2%	-2%
[24] C/C(CC(=O)Nc1ccc(Cl)c(C(F)(F)F)c1)=N\NC(=O)c1cccc(O)c1
 : -14%	-2%	79%[activator]	-21%	1%[59 µM]	-16%	-16%	?	-22%
[37] CCN(CC)c1ncn(Cc2c(Cl)cccc2Cl)c2ncnc1-2
 : -20%	2%	3%	-16%	29%	-14%	3%[57.1 µM]	-1%	-9%

Among those listed so far, these contain a COOH group.
Each structure is followed by: Pol eta inh	APE1 inh	Pol iota inh	POLB inh	G9a block	Pol kappa inh	BAZ2B block	Anesthetic bind	BLM helicase inh
[9] Nc1ccc(C(=O)O)c(O)c1
 : -13%&-8%&-11%	1%&-6%&-6%&15%&-3%	-13%&-6%&-19%	-13%&1%	8%[59 µM]	-13%	-33%&-31%&-5%&-13%	-7%&-1%&6%&3%&0%	-12%&-8%&-11%&-13%&-2%
[16] O=C(O)c1ccc(-c2ccco2)n1Cc1ccccc1
 : ?	?	?	?	?	-18%	?	-12%	1%
